F508del corr: CFTR F508del correction in bronchial cells. CFBE cells, YFP halide quenching; stimulated with forskolin plus potentiator P3; % fluorescence drop versus neutral controls. activity (quench increase), % at 7.58 µM. 350,000 compounds, 0.36% hits. AID 720511;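 active = mean added fluorescence quench of at least 8% versus neutral control, with both replicates also reaching 8%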;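 also: cells transiently co-express mutant CFTR-F508del with the halide-sensitive YFP; corrector assay measuring rescue of mutant channel to the surface after 24 h compound exposure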
RAD54 inh: blocks human RAD54 Holliday junction branch migration. AID 602329. FAM/BHQ fluorescence. 360,000 compounds, 0.14% hits. inhibition, % at 10.4 µM. Q92698;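 active = mean normalized replicate activity at least 40 and at least half of replicates scoring 40 or more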;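 also: 0% = median of neutral control wells and 100% = median of positive control wells; inhibitors cause a drop in the FAM fluorescence signal; in these data hits start at about 50%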
ERAP1 inh: inhibitors of human ERAP1 aminopeptidase | 340,000 compounds, 0.15% hits | Q9NZ08 | inhibition, % at 10.7 µM | recombinant ERAP1, Leu-AMC fluorescence, 60 min;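 active = mean replicate inhibition of at least 30%, or all replicates individually reaching that 30% level; inactive = mean below 30% and not every replicate reaching it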;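 also: 0% = neutral control wells and 100% = L-leucinethiol positive control wells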
Target sequence (Q9NZ08 whole entry, looked up): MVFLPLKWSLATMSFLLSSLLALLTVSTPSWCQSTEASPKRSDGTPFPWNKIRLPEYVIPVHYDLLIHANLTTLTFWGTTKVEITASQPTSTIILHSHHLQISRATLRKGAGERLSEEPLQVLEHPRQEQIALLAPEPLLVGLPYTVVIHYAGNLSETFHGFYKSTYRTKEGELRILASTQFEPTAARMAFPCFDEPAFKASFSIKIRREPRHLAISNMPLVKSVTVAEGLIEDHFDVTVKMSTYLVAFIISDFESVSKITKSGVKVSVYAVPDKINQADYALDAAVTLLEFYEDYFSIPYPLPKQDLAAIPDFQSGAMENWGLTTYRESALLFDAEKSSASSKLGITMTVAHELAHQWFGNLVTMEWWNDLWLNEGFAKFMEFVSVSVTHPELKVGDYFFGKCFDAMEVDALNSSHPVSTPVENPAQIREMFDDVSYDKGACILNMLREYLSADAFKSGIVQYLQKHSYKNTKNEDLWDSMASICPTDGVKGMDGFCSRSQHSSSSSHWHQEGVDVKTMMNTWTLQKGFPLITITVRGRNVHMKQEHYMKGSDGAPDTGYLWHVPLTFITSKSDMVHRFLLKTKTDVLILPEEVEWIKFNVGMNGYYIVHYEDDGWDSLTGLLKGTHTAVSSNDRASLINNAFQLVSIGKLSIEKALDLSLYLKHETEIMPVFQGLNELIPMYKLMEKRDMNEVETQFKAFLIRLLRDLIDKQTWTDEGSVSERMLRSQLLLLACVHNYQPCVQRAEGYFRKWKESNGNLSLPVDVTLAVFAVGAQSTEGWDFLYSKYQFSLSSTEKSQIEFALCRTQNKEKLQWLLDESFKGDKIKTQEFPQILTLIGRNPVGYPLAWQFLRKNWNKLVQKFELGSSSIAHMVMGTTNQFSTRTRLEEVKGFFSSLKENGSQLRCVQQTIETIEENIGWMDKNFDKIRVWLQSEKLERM
esBAF inh: SWI/SNF esBAF complex inhibition | reporter increase, % at 12.5 µM | 350,000 compounds, 2% hits | mouse ES cells, Bmi1-luciferase knock-in reporter, 24 h; 100% = twice the neutral-well signal; in the data active = activation above about 40%;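 also: 0% = median of the plate's neutral control wells and 100% = double that signal; a rise in the Bmi1 reporter signal indicates esBAF inhibition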
GSIS activator: primary screen for activators of insulin secretion dependent on glucose, INS-1E cells, GLuc reporter luminescence; 370,000 compounds, 0.61% hits; activation, % at 16.6 µM; INS-1E GLuc reporter insulin secretion, 2-3 h;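 active = lowest replicate activation of at least 40%, so every replicate reaches that level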;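 also: 0% = median of neutral control wells and 100% = median of IBMX positive control wells; some compounds called inactive have numbers as strong as hits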
Xi reactivation: X-chromosome reactivation activator | XiGFP mouse fibroblasts, % GFP-positive cells imaging, 3 d; cells co-treated with 5-aza-dC sensitizer; scaled so ellipticine positive control = 100% | activation, % at 7.58 µM | 360,000 compounds, 0.055% hits | AID 743238;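 active = mean normalized replicate activation at least 10% and every replicate at or above 10%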;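 also: 0% = median of on-plate neutral control wells and 100% = ellipticine 6 µM median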
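Material: SV40-immortalized XiGFP fibroblast cells, line 68-5-11 | Buffer or medium: DMEM containing 5-aza-dC | Dosing: One concentration, pinned | Times: 3 d treatment, 15 min room-temperature fixation | Controls: Ellipticine 6 µM positive control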
ARNT TACC3 PPI: disrupts binding between human ARNT and TACC3 | Q9Y6A5 | AlphaScreen His-ARNT PAS-B/GST-TACC3 binding, luminescence; TACC3 fragment carries E629A point mutation | inhibition, % at 9.99 µM | 390,000 compounds, 0.66% hits;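 active = mean inhibition of replicates at least 50% and at least half of replicates each reaching 50%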;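 also: 0% = complete ARNT plus TACC3 wells and 100% = ARNT alone without TACC3; many hits fall short of the cut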
RAD52 anneal inh: blocks human RAD52 DNA annealing; P43351; recombinant RAD52 DNA annealing, FRET fluorescence; inhibition, % at 18.7 µM; 360,000 compounds, 0.46% hits; AID 651710;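 active = every replicate showing at least 50% inhibition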
* hit, by the source's call; . = not tested or not shown.

mol	F508del corr	RAD54 inh	ERAP1 inh	esBAF inh	GSIS activator	Xi reactivation	ARNT TACC3 PPI	RAD52 anneal inh
COc1ccc(S(=O)(=O)Nc2ccc3c(c2)C(=O)N([C@H](C)CO)C[C@H](C)[C@@H](CN(C)S(C)(=O)=O)OCCCC[C@@H](C)O3)cc1	-1.7	8.8	1.5	4.8	8.2	0.4	-11.4	15.5
C[C@@H]1CN([C@H](C)CO)C(=O)c2cc(NS(=O)(=O)c3cccs3)ccc2O[C@@H]1CN(C)C(=O)Nc1cccc2ccccc12	1.3	-8.0	-2.4	2.1	-4.2	-0.7	-5.6	-1.8
Cc1nc(N2CCN(S(=O)(=O)c3cccc4nonc34)CC2)c2c3c(sc2n1)CCCC3	.	-0.7	.	-0.6	4.6	.	-1.0	.
Cc1nc(SCc2nc3c(O)cccc3[nH]2)c2oc3ccccc3c2n1	3.9	8.4	-0.4	5.0	15.6	0.0	-4.0	-14.1
CCC(C)NC(=O)Cn1ccc2cc(S(=O)(=O)N3CCCCCC3)ccc21 (centres undefined)	-0.1	-3.8	0.6	-1.6	-5.2	0.2	2.9	-3.5
O=C(NCc1ccc(N2CCCC2=O)cc1)c1cccc(Cl)c1	0.4	-3.0	3.6	-0.7	8.9	0.0	4.2	-12.4
COc1cccc(C#Cc2ccc3c(c2)O[C@H](CN(C)C(=O)c2ccccn2)[C@H](C)CN([C@@H](C)CO)S3(=O)=O)c1	1.5	-0.9	.	4.3	3.4	-0.1	22.2	.
CC(C)[C@H](NC(=O)c1ccccc1)C(=O)OCC(=O)N1CC2(C)CC1CC(C)(C)C2 (some centres undefined)	.	.	4.1	.	-6.8	2.2	-5.7	-0.8
CC(C)(C)c1ccc(C(=O)c2c[nH]c(C(=O)O)c2)cc1	-1.8	.	1.9	.	-2.8	0.0	-16.8	-9.9
CNC[C@@H]1Oc2ccc(NS(=O)(=O)c3cn(C)cn3)cc2CC(=O)N([C@H](C)CO)C[C@@H]1C	-0.9	5.0	-1.1	-2.1	26.4	-0.2	-11.0	-8.1
CC1(C)CC(=O)C=C(c2ccc(COC(=O)/C=C/c3ccccc3)cc2)C1=O	-0.1	-3.8	1.5	1.7	-5.2	0.4	.	-4.3
Cc1ccc(NC(=O)c2cc(=O)c3ccccc3o2)cc1S(=O)(=O)N1CCOCC1	-2.1	.	0.7	.	0.2	-0.6	22.4	-3.3
O=C(Nc1cccc(S(=O)(=O)Nc2ccc(SC(F)F)cc2)c1)C1CCC1	-4.0	8.0	-1.1	0.9	.	-0.1	0.3	-15.2
COCC(C)n1c(C)cc(C(=O)COC(=O)c2ccc3c(c2)NC(=O)CS3)c1C (centres undefined)	-1.5	13.1	2.2	-1.3	-1.3	0.5	4.3	-21.8
Cc1ccccc1-n1c(SCC(=O)NC2CC2)nc2ccccc2c1=O	0.8	-1.8	-2.0	-5.0	3.3	0.1	.	0.4
CNC[C@@H]1Oc2ccc(N)cc2C(=O)N([C@H](C)CO)C[C@H]1C	-0.1	-27.6	.	-1.2	4.6	-1.1	.	-12.0
O=C(c1cccc(C(F)(F)F)c1)N1CCCC1	0.2	.	1.2	.	-14.1	.	2.6	-12.7
COc1ccc2[nH]c(=O)cc(C(=O)O)c2c1	-3.0	.	29.3	.	16.4	0.0	-2.2	-8.0
COc1cccc(OC)c1C(=O)Nc1ccc(S(=O)(=O)N2CCCCC2)cc1	-2.6	-12.3	-1.7	6.1	-13.2	0.1	1.5	1.5
Cc1onc(-c2ccccc2Cl)c1C(=O)NNC(=O)c1ccc(F)cc1	1.6	-30.4	1.5	2.9	-7.7	0.0	.	-8.0
Cc1cc(=O)oc2cc(OCC(=O)NCCCN3CCCC3=O)ccc12	-3.5	-0.9	-0.2	-1.4	-5.6	0.0	-59.0	-4.4
Cc1cc(C)n2nc(C(=O)N3CCN(c4ccc([N+](=O)[O-])cc4)CC3)nc2n1	-0.5	2.0	40.9*	-0.4	.	0.0	-12.0	-9.9
O=C(C[C@@H]1CC[C@H]2[C@@H](COC[C@H](O)CN2Cc2ccc3c(c2)OCO3)O1)Nc1ccc(-c2ccccc2)cc1	9.6*	1.3	1.0	16.3	-15.9	0.0	15.8	4.8
CCC(C)c1ccccc1N1CC(C(=O)N2CCN(S(=O)(=O)c3cccc([N+](=O)[O-])c3)CC2)CC1=O (centres undefined)	2.8	.	0.3	.	-34.6	0.0	.	-7.9
C[C@H](CO)N1C[C@H](C)[C@@H](CN(C)C(=O)Nc2ccccc2)Oc2ccc(NS(=O)(=O)c3ccccc3)cc2CC1=O	1.1	4.2	1.2	-0.8	3.6	0.0	-6.7	0.6
COc1cccc(C2N(c3ccc(Cl)cc3)C(=O)C3CCCN32)c1 (centres undefined)	2.1	8.2	-3.3	7.4	8.2	0.2	6.5	-47.8
CN(Cc1ccccc1)C(=O)CCC1CCN(C(=O)CC2=CCCCC2)CC1	-1.1	-14.9	-2.2	23.9	-16.2	0.1	-5.9	5.4
O=C(Cn1ccsc1=NC(=O)C(F)(F)F)c1ccccc1	.	-13.6	.	49.4*	-4.3	.	-11.1	.
CC(C)NC(=O)N(C)C[C@H]1Oc2ccc(NS(=O)(=O)c3ccc(Cl)cc3)cc2CC(=O)N([C@H](C)CO)C[C@@H]1C	-1.4	.	.	-0.2	30.1	0.0	.	.
CC(C)N(CCNC(=O)c1nn(Cc2ccccc2)c(=O)c2ccccc12)C(C)C	2.2	-6.9	0.3	3.9	18.6	0.1	-5.5	-8.3
COc1cc2[nH]c(C(=O)Nc3ccc4c(c3)OCCO4)cc2c(OC)c1OC	3.1	6.4	-1.8	5.0	1.8	0.0	1.0	0.7
COc1ccc(S(=O)(=O)NC(C)C)cc1-n1cnnn1	-4.0	2.7	1.4	-5.0	10.7	0.0	-0.7	-15.0
COc1ccc(CCC(=O)N/N=C\c2cccs2)cc1	-4.1	.	-1.8	.	-5.5	0.1	-1.9	-2.7
O=C(CCN1CCCCC1)NNC(=O)C12CC3CC(CC(C3)C1)C2	0.4	2.4	-4.5	3.8	30.9	0.1	3.6	-36.3
CCC(C)NCCOCCOc1ccc(Cl)c(C)c1C (centres undefined)	.	.	15.0	.	-5.0	0.7	-10.4	13.2
CCc1cccc(NS(=O)(=O)c2ccc3c(c2)CCC(=O)N3)c1	0.4	.	1.1	.	19.2	0.3	2.5	-12.3
CCc1nc2ccc(C(=O)NC3CCN(Cc4ccccc4)CC3)cn2c1N(C)Cc1ccc(N(C)C)cc1	0.3	9.4	-2.2	-6.8	-2.8	0.1	.	-7.9
O=C(NC1CCCCC1)C(c1ccc(F)cc1)N(Cc1ccccc1)C(=O)CN1C(=O)c2ccccc2S1(=O)=O (centres undefined)	.	-7.0	.	.	111.4*	0.0	2.6	.
COC(=O)C[C@H]1C[C@@H]2c3cc(NC(=O)NC4CCCCC4)ccc3O[C@@H]2[C@H](CO)O1	0.1	-25.5	0.0	-2.3	-3.1	0.0	-15.0	5.2
CCOc1ccc(NC(=O)CSc2nc(N)c(-c3ccccc3)c(=O)[nH]2)cc1	-2.6	.	-0.6	.	-11.9	0.0	-3.7	1.1
CC(=O)N1[C@H](CO)[C@@H](c2ccc(-c3cccc(F)c3)cc2)[C@@H]1CNC(=O)C1CC1	-0.2	1.1	.	-2.3	-8.9	0.1	-5.5	.
COc1ccc(CN(C)C[C@@H]2Oc3ccc(NS(=O)(=O)c4cn(C)cn4)cc3C(=O)N([C@@H](C)CO)C[C@@H]2C)cc1	2.7	9.3	-1.4	-4.1	-3.6	-0.8	-0.7	3.6
COc1ccc(/C=C/c2c([N+](=O)[O-])c(=O)n(C)c(=O)n2C)cc1	0.5	.	4.4	.	6.7	0.0	-4.7	-3.1
Cc1cc[n+](C(C)C(=O)c2ccc(-c3ccccc3)cc2)cc1 (centres undefined)	3.7	.	-3.9	.	-56.6	0.4	-0.9	-3.9
COc1ccc(N(CC(=O)NCc2ccc3c(c2)OCO3)S(=O)(=O)c2ccc(O)c(C(=O)O)c2)cc1	-0.7	-11.8	-3.3	-8.8	4.8	0.0	-0.1	-16.2
O=C(NCc1ccc(F)cc1Cl)C1CCN(S(=O)(=O)N2CCCCC2)CC1	-3.3	1.9	1.2	-3.7	0.8	0.0	3.1	1.8
Cc1ccccc1-c1nnc(SCCC(=O)N2CCOCC2)o1	-0.3	.	3.4	.	20.8	0.0	-10.7	-8.7
Cc1onc(-c2ccccc2Cl)c1C(=O)N(C)C1CCCCC1	-3.3	-8.4	6.0	-42.5	.	0.0	-1.1	-41.2
COc1ccc(NC(=O)CN(C)C(=O)c2cccc(S(=O)(=O)N3CCN(c4ccccc4)CC3)c2)cc1	-3.9	.	1.5	.	-38.9	0.4	-3.2	-6.4
COc1ccc(NC(=O)CN(C)C(=O)c2ccc(NS(=O)(=O)c3cccc([N+](=O)[O-])c3)cc2)cc1	-2.6	.	-4.9	.	0.8	0.0	-0.6	-10.8

(next part)
mol	F508del corr	RAD54 inh	ERAP1 inh	esBAF inh	GSIS activator	Xi reactivation	ARNT TACC3 PPI	RAD52 anneal inh
COc1ccc(OC)c(CCNC(=O)c2ccccc2NC(=O)C2=C(C)OCCS2)c1	-2.3	-7.6	-4.3	5.7	9.1	0.0	0.5	-7.7
CCOC(=O)C1CCN(C(=O)c2ccc3c(c2)NC(=O)/C(=C\c2cccc(C)c2)S3)CC1	-3.6	-7.8	1.4	-4.1	-13.8	0.0	-1.8	-38.4
CCn1c(CN2C(=O)CSc3ccccc32)n[nH]c1=S	-2.3	.	.	.	-4.8	0.1	-1.1	-10.4
O=C(C[C@@H]1CC[C@@H]2[C@H](COC[C@H](O)CN2Cc2nccs2)O1)N1CCC(Cc2ccccc2)CC1	-1.3	-1.3	.	8.6	-0.9	0.4	33.6	.
O=C(Cc1ccccc1)NNS(=O)(=O)c1ccc(F)cc1	3.1	.	-0.1	.	9.4	0.0	5.5	-7.2
CCCNC(=O)C[C@H]1CC[C@@H]2[C@@H](COc3ccc(NC(=O)c4cccc(C(F)(F)F)c4)cc3C(=O)N2C)O1	0.8	1.5	2.8	-1.0	-2.6	0.2	-15.5	4.5
CC(NC(=O)COc1ccccc1)C(=O)N1CCN(c2ccc(F)cc2)CC1 (centres undefined)	-2.5	-0.1	1.6	-10.4	4.9	0.0	-3.5	-12.2
Cc1cc(C(=O)N2CCCC(Nc3ccccc3)C2)c2ccc(F)cc2n1 (centres undefined)	-3.6	-5.4	2.0	1.8	10.8	0.0	-1.1	-12.2
COc1ccccc1-c1ccc(OCCCN2CCC(C(O)(c3ccccc3)c3ccccc3)CC2)cc1	2.6	.	-1.3	.	.	0.1	.	-15.1
Cc1c(NC(=S)NC(=O)c2ccccc2)c(=O)n(-c2ccccc2)n1C	0.2	-22.5	.	-1.5	39.2	0.1	0.4	-18.0
C[C@@H]1CCCCO[C@@H](CN(C)Cc2ccc(Cl)c(Cl)c2)[C@@H](C)CN([C@H](C)CO)C(=O)c2cc(NC(=O)Cc3ccccc3)ccc2O1	6.4	1.3	0.2	-2.9	-2.3	-0.1	-7.5	-10.5

Two of the compounds above, with values under each structure.
The line under a structure holds: F508del corr | RAD54 inh | ERAP1 inh | esBAF inh | GSIS activator | Xi reactivation | ARNT TACC3 PPI | RAD52 anneal inh
Cc1onc(-c2ccccc2Cl)c1C(=O)NNC(=O)c1ccc(F)cc1
 : 1.6 | -30.4 | 1.5 | 2.9 | -7.7 | 0.0 | . | -8.0
Cc1cc(=O)oc2cc(OCC(=O)NCCCN3CCCC3=O)ccc12
 : -3.5 | -0.9 | -0.2 | -1.4 | -5.6 | 0.0 | -59.0 | -4.4

Compound activity: PubChem BioAssay, Broad Institute
